Compound activity as filed in PubChem BioAssay.
GluA2 TARP mod – GluA2-stargazin AMPA receptor complex modulation | O88602+P19491 | HEK293 GluA2+stargazin, membrane potential dye (FDSS), glutamate EC50; hits were called plate by plate, in both directions | calls only at 30 µM | actives 3.5% (n = 40,000) | AID 1259245;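 active means any of four per-well response measures lying three or more SD from its plate-wide compound average, in either direction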
Target sequence (O88602 whole entry, looked up): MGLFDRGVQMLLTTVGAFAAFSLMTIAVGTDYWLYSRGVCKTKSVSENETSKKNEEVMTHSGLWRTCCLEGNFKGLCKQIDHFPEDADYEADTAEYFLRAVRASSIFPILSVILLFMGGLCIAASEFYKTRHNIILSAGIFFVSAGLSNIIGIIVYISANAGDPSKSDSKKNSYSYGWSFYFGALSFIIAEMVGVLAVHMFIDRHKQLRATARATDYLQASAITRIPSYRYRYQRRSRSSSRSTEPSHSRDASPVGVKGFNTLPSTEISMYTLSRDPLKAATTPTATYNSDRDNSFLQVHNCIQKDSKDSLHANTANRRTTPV
Target sequence (P19491 whole entry, looked up): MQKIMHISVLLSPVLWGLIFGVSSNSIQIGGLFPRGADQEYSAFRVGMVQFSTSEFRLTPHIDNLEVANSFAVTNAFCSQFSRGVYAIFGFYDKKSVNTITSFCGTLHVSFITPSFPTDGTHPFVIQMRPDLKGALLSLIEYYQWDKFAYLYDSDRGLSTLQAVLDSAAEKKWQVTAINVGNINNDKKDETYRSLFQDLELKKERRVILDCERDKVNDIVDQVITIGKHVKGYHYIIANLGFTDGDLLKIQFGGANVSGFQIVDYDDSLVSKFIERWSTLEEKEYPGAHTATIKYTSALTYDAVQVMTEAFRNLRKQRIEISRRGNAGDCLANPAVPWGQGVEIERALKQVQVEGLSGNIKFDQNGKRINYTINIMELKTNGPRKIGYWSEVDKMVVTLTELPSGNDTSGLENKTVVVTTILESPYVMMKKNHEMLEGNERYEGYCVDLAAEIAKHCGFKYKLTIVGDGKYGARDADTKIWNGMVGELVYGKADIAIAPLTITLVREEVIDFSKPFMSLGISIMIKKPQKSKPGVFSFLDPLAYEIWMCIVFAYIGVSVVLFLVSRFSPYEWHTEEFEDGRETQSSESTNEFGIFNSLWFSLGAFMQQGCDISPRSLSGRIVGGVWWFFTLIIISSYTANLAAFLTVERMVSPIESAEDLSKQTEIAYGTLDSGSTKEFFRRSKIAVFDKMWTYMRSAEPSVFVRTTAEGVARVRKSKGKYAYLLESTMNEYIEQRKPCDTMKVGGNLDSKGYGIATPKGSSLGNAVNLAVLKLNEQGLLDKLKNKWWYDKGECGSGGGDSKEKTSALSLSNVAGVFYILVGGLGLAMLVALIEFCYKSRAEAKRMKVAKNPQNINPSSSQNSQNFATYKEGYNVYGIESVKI
GluA2 TARP mod agonism max-min – also measured in GluA2 TARP mod; calls as there; compound max-min signal; compound-alone response (agonism);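 unitless range of fluorescence divided by baseline over first 100 seconds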
GluA2 TARP mod glutamate slope – second read-out of GluA2 TARP mod, no call of its own (marks repeat the call); glutamate slope, % of max; measured here: glutamate response slope, % max;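 scaled per plate between vehicle wells and maximal 1 mM glutamate control wells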
The depositor's hits bear a star; i = inactive; + = active, no number.

| SMILES | GluA2 TARP mod | GluA2 TARP mod agonism max-min | GluA2 TARP mod glutamate slope |
| --- | --- | --- | --- |
| COc1ccc(S(=O)(=O)CCC(=O)Nc2ccc(C)cc2C(=O)c2ccccc2)cc1 | i | 0.0457 | 77.0 |
| COc1ccc(Cl)cc1C(=O)NCCN1CCOC(c2ccccc2)C1 (centres undefined) | i | 0.0554 | 35.5 |
| O=C(Nc1c2c(nn1-c1ccc(F)cc1)CS(=O)(=O)C2)C(=O)NC1CCCCCC1 | i | 0.0722 | 62.5 |
| CN1CCN(C(=O)c2ccccc2N)CC1 | i | 0.0363 | 46.1 |
| CC(C)CCn1c(N2CCN(CC(=O)OCc3ccccc3)CC2)nc2c1c(=O)[nH]c(=O)n2C | i | 0.0841 | 6.9 |
| Cc1ccccc1N1CC(c2nc3ccccc3n2CC(O)COc2c(C)cccc2C)CC1=O (centres undefined) | i | 0.114 | 53.5 |
| O=C1CC(c2nc(-c3ccccn3)no2)CN1c1cccc(Cl)c1 (centres undefined) | i | 0.118 | 61.5 |
| COc1ccc(-c2csc(-n3nc(C)cc3NC(=O)CSCc3ccccc3)n2)cc1OC | i | 0.0345 | 36.5 |
| COc1ccc(-c2cc(CC(=O)NC(C)c3ccccc3)no2)cc1OC (centres undefined) | i | 0.0307 | 41.4 |
| Cc1ccc2c(CC(=O)N3c4ccc(F)cc4CCC3C)cc(=O)oc2c1 (centres undefined) | i | 0.0457 | 61.5 |
| O=c1nc2c(-c3ccc(Cl)cc3)n[nH]n2c2ccc(Cl)cc12 | i | 0.0922 | 46.9 |
| Cc1nn(-c2ccccc2)c2ncc(C(=O)N3CCN(Cc4ccccc4)CC3)c(Cl)c12 | i | 0.0831 | 50.2 |
| Cc1ccc(-c2ccc(OCCNC(=O)Cc3ccc(Br)cc3)nn2)cc1 | i | 0.0952 | 56.1 |
| CCOc1ccc(C(=O)Nc2ccc(C)c(N3CCCCC3=O)c2)cc1OCC | i | 0.0843 | 48.2 |
| O=c1ccc(-c2ccccc2)nn1CCCNS(=O)(=O)Cc1ccccc1 | i | 0.0847 | 63.6 |
| O=S(=O)(NCC(O)(c1ccccc1)C(F)(F)F)c1ccc2c(c1)CCCC2 (centres undefined) | i | 0.156 | 40.8 |
| Cc1ccc2c(CC(=O)NCCc3ccc(S(N)(=O)=O)cc3)cc(=O)oc2c1 | i | 0.0942 | 50.7 |
| Cc1ccc(OCC(O)Cn2c(N3CCCCC3)nc3c2c(=O)n(C)c(=O)n3C)cc1 (centres undefined) | i | 0.0973 | 44.2 |
| CCOc1ccccc1-n1c(-c2ccccc2)cn2c3c(=O)n(C)c(=O)n(C)c3nc12 | i | 0.0812 | 25.8 |
| COc1ccc(CCNC(=O)c2csc(NS(=O)(=O)c3cccs3)n2)cc1 | i | 0.0622 | 35.3 |
| COc1ccccc1CCNC(=O)C(=O)Nc1cc(F)ccc1F | i | 0.0446 | 37.5 |
| Cn1cccc1C(O)CNC(=O)c1ccco1 (centres undefined) | i | 0.0925 | 62.1 |
| C#CCn1c(=NC(=O)CCCS(=O)(=O)c2ccc(F)cc2)sc2cc3c(cc21)OCO3 | i | 0.107 | 60.1 |
| CCc1ccc(S(=O)(=O)Nc2ccc3c(c2)N(S(=O)(=O)c2ccccc2)CCC3)cc1 | i | 0.0885 | 79.3 |
| CCN(CC)C(=O)Cn1cc(C(=O)C(=O)N2CC(C)OC(C)C2)c2ccccc21 (centres undefined) | i | 0.0637 | 51.1 |
| Cc1cc(-n2c(C)nc3ccccc3c2=O)ccc1NC(=O)Nc1cc(F)ccc1F | i | 0.135 | 62.1 |
| O=C(NCC(O)(c1ccccc1)C(F)(F)F)c1cc(-c2ccccc2)on1 (centres undefined) | i | 0.115 | 55.1 |
| O=C(CCN1C(=O)c2ccccc2S1(=O)=O)N1CCOCC1 | i | 0.031 | 29.0 |
| O=c1n(CCOc2ccccc2)nc2ccc(S(=O)(=O)N3CCCCCC3)cn12 | i | 0.0604 | 62.4 |
| COc1ccc(S(=O)(=O)CCCC(=O)N2CCN(c3ccccc3)CC2)cc1 | i | 0.0622 | 56.2 |
| O=C1NC(=O)C2(CCN(C(=O)c3c(F)cccc3F)CC2)N1 | i | 0.0487 | 29.6 |
| Cc1ccc(S(=O)(=O)NCC2CCN(C(=O)COc3ccccc3)CC2)cc1C | i | 0.0622 | 58.0 |
| Cc1cc(C(=O)N2CCN(C)CC2)nn1CC(=O)N1CCN(c2ccccc2F)CC1 | i | 0.0828 | 58.1 |
| CSc1ccccc1NC(=O)C(=O)NCCN1CCC(c2cccs2)CC1 | i | 0.0882 | 50.9 |
| CCc1cccc(CC)c1NC(=O)/C=C/c1ccc(OC)cc1OC | i | 0.0805 | 87.9 |
| O=C(Cc1cc(-c2cccs2)on1)NCc1ccco1 | i | 0.0523 | 35.5 |

Copied from the list:
`O=C(CCN1C(=O)c2ccccc2S1(=O)=O)N1CCOCC1` @ GluA2 TARP mod glutamate slope = 29.0
`CCN(CC)C(=O)Cn1cc(C(=O)C(=O)N2CC(C)OC(C)C2)c2ccccc21` (centres undefined) @ GluA2 TARP mod glutamate slope = 51.1

Next part
| SMILES | GluA2 TARP mod | GluA2 TARP mod agonism max-min | GluA2 TARP mod glutamate slope |
| --- | --- | --- | --- |
| CN1CCc2c(sc(NC(=O)c3ccc([N+](=O)[O-])cc3)c2-c2nc3ccccc3s2)C1 | i | 0.19 | 71.5 |
| COc1cc(C)c(Cl)cc1S(=O)(=O)NCCCN1CCOCC1 | i | 0.0643 | 77.1 |
| Cc1cc(C(=O)N2CCOCC2)nn1CC(=O)Nc1nc2ccccc2s1 | i | 0.0692 | 61.7 |
| COCCCn1c(N)c(S(=O)(=O)c2ccc(Cl)cc2)c2nc3ccccc3nc21 | + | 0.199* | 56.6* |
| Cc1ccc(N2CCN(C(=O)Nc3ccccc3)CC2)nn1 | i | 0.0764 | 95.7 |
| CSc1cccc2sc(N3CCN(C(=O)Nc4ccc5c(c4)OCO5)CC3)nc12 | i | 0.0992 | 66.7 |
| COc1ccc2nc(-c3ccc(NS(=O)(=O)c4cccc(C(F)(F)F)c4)cc3)cn2n1 | i | 0.116 | 50.1 |
| Cc1cc(-c2nn(C)c(=O)c3ccccc23)ccc1CNC(=O)Nc1ccccc1 | i | 0.054 | 54.1 |
| Cc1ccc(-c2ccc(=O)n(CCCC(=O)Nc3cccc(Cl)c3C)n2)cc1 | i | 0.0481 | 34.6 |
| Cc1cc(C(=O)Nc2nnc(C3CCCCC3)o2)on1 | i | 0.058 | 44.4 |
| CC(=O)c1ccc(NC(=O)c2ccc(S(=O)(=O)N(C)C3CCCC3)cc2)cc1 | i | 0.067 | 44.4 |
| Cc1cccc(OCC(=O)Nc2sc(C)c(C)c2C(N)=O)c1 | i | 0.0493 | 41.3 |

As a working copy, some entries already given.
| SMILES | GluA2 TARP mod | GluA2 TARP mod agonism max-min | GluA2 TARP mod glutamate slope |
| --- | --- | --- | --- |
| O=C(NCC(O)(c1ccccc1)C(F)(F)F)c1cc(-c2ccccc2)on1 (centres undefined) | i | 0.115 | 55.1 |
| O=C(CCN1C(=O)c2ccccc2S1(=O)=O)N1CCOCC1 | i | 0.031 | 29.0 |
| O=c1n(CCOc2ccccc2)nc2ccc(S(=O)(=O)N3CCCCCC3)cn12 | i | 0.0604 | 62.4 |
| COc1ccc(S(=O)(=O)CCCC(=O)N2CCN(c3ccccc3)CC2)cc1 | i | 0.0622 | 56.2 |
| O=C1NC(=O)C2(CCN(C(=O)c3c(F)cccc3F)CC2)N1 | i | 0.0487 | 29.6 |
| Cc1ccc(S(=O)(=O)NCC2CCN(C(=O)COc3ccccc3)CC2)cc1C | i | 0.0622 | 58.0 |
| Cc1cc(C(=O)N2CCN(C)CC2)nn1CC(=O)N1CCN(c2ccccc2F)CC1 | i | 0.0828 | 58.1 |
| CSc1ccccc1NC(=O)C(=O)NCCN1CCC(c2cccs2)CC1 | i | 0.0882 | 50.9 |
| CCc1cccc(CC)c1NC(=O)/C=C/c1ccc(OC)cc1OC | i | 0.0805 | 87.9 |
| O=C(Cc1cc(-c2cccs2)on1)NCc1ccco1 | i | 0.0523 | 35.5 |
| CN1CCc2c(sc(NC(=O)c3ccc([N+](=O)[O-])cc3)c2-c2nc3ccccc3s2)C1 | i | 0.19 | 71.5 |
| COc1cc(C)c(Cl)cc1S(=O)(=O)NCCCN1CCOCC1 | i | 0.0643 | 77.1 |
| Cc1cc(C(=O)N2CCOCC2)nn1CC(=O)Nc1nc2ccccc2s1 | i | 0.0692 | 61.7 |
| COCCCn1c(N)c(S(=O)(=O)c2ccc(Cl)cc2)c2nc3ccccc3nc21 | + | 0.199* | 56.6* |
| Cc1ccc(N2CCN(C(=O)Nc3ccccc3)CC2)nn1 | i | 0.0764 | 95.7 |
| CSc1cccc2sc(N3CCN(C(=O)Nc4ccc5c(c4)OCO5)CC3)nc12 | i | 0.0992 | 66.7 |
| COc1ccc2nc(-c3ccc(NS(=O)(=O)c4cccc(C(F)(F)F)c4)cc3)cn2n1 | i | 0.116 | 50.1 |
| Cc1cc(-c2nn(C)c(=O)c3ccccc23)ccc1CNC(=O)Nc1ccccc1 | i | 0.054 | 54.1 |
| Cc1ccc(-c2ccc(=O)n(CCCC(=O)Nc3cccc(Cl)c3C)n2)cc1 | i | 0.0481 | 34.6 |
| Cc1cc(C(=O)Nc2nnc(C3CCCCC3)o2)on1 | i | 0.058 | 44.4 |
| CC(=O)c1ccc(NC(=O)c2ccc(S(=O)(=O)N(C)C3CCCC3)cc2)cc1 | i | 0.067 | 44.4 |
| Cc1cccc(OCC(=O)Nc2sc(C)c(C)c2C(N)=O)c1 | i | 0.0493 | 41.3 |

Next records follow:
| SMILES | GluA2 TARP mod | GluA2 TARP mod agonism max-min | GluA2 TARP mod glutamate slope |
| --- | --- | --- | --- |
| CS(=O)(=O)N1CCN(C(=O)Cc2csc(NC(=O)c3ccc4c(c3)OCO4)n2)CC1 | i | 0.0667 | 70.9 |
| CCn1c(-n2nc(C)cc2C)nc2c1c(=O)n(CCN1CCOCC1)c(=O)n2C | i | 0.0777 | 51.2 |
| CCSc1ccc(CC(=O)Nc2nccs2)cc1 | i | 0.117 | 60.5 |
| O=C(NCCc1ccc(Cl)cc1)C(=O)NCc1ccccc1Cl | i | 0.106 | 49.0 |
| COc1ccc(CCNC(=O)C(=O)NCCC2CCCCN2S(=O)(=O)c2ccc(F)cc2)cc1 (centres undefined) | i | 0.0608 | 53.8 |
| CCOc1cc(/C=N/Nc2nc3c(c(=O)[nH]c(=O)n3C)n2Cc2ccc(C)cc2)ccc1O | i | 0.106 | 64.3 |
| O=C(NCC1COC2(CCCCC2)O1)C12CC3CC(CC(C3)C1)C2 (centres undefined) | i | 0.0902 | 92.8 |
| Cn1c(C(F)(F)F)nn(CCNC(=O)C(C)(C)Oc2ccc(Cl)cc2)c1=O | i | 0.105 | 46.6 |

This is a subset; rates above refer to the full screens.
